Compound activity deposited in PubChem BioAssay by several laboratories.
NALP1 inh = NALP1 inhibition; AID 2071; S. cerevisiae NALP1/ASC/caspase-1 growth, X-gal OD620, 72 h; 280,000 compounds, 0.61% hits; inhibition, % at 10 µM; in the data active = inhibition mostly above about 24%, no sharp cut-off; inactive = mostly below about 32%; also: some compounds called inactive have numbers as strong as hits
IDE cell inh = cellular human IDE inhibition; P14735; HEK cells, FAbetaB cleavage, fluorescence polarization; inhibition, % at 5.59 µM; 320,000 compounds, 0.41% hits;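 active = percent inhibition above the average of all tested compounds plus 3 SD, set per screening campaign, cut at about 16% in these data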;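 also: IDE supplied by intact live HEK cells; FP after avidin binding of uncleaved biotin substrate so inhibition keeps polarization high; 0% = DMSO wells and 100% = 60 µM reference IDE inhibitor Ii1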
Target sequence (P14735 whole entry, looked up): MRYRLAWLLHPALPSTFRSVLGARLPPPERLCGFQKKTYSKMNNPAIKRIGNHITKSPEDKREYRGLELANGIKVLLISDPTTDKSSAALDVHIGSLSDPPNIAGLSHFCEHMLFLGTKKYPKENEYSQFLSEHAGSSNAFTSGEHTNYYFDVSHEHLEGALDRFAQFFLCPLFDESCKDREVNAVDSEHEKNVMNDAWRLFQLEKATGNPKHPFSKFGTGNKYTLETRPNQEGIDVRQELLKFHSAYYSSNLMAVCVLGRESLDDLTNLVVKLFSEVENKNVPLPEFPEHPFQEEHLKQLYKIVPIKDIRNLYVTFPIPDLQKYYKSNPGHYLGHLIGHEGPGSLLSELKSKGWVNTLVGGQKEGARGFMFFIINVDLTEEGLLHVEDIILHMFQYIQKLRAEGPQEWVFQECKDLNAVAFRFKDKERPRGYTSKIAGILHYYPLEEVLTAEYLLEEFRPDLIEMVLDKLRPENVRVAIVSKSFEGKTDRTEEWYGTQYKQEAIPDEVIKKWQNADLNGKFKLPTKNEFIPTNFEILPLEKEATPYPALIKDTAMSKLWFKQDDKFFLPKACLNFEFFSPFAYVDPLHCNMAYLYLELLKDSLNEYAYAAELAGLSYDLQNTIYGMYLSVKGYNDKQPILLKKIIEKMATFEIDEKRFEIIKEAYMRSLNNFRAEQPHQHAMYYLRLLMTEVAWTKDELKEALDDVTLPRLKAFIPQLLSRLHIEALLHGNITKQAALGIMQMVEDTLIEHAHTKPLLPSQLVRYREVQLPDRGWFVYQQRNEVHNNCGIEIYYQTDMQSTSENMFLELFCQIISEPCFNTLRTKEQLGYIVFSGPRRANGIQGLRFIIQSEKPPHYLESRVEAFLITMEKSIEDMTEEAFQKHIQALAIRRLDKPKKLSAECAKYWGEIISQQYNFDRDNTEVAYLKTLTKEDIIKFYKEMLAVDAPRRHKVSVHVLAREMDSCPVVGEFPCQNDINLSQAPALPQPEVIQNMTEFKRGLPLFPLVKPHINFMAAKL
VIM-2 inh = inhibitors of Pseudomonas aeruginosa VIM-2 metallo-beta-lactamase; purified VIM-2, nitrocefin hydrolysis, epi-absorbance fluorescence; 290,000 compounds, 0.89% hits; inhibition, % at 5.6 µM; AID 1527;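 active = inhibition above the mean of all tested compounds plus 3 SD, cutoff set per screening run, cut at about 7.5% in these data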;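 also: red hydrolysis product quenches plate fluorescence so inhibitors raise well fluorescence; 0% = enzyme with DMSO and 100% = DMSO without enzyme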
PfM18AAP inh = PfM18AAP enzyme inhibition; 290,000 compounds, 1.2% hits; inhibition, % at 7.35 µM; recombinant PfM18AAP, H-Glu-NHMec fluorogenic cleavage; AID 1822;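 active = inhibition above the campaign mean inhibition over all tested compounds plus 3 SD, cut at about 28% in these data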;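 also: 0% = plate median of test compound wells and 100% = 2 mM ZnCl2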
PHOSPHO1 block = PHOSPHO1 (human) inhibition. Q8TCT1. recombinant PHOSPHO1, absorbance phosphatase assay. inhibition, % at 13.3 µM. 290,000 compounds, 1.1% hits. AID 1565; in the data active = inhibition above about 60%
IDE cell activ = IDE (human) activation, cell-based; 340,000 compounds, 0.073% hits; HEK cells, FAbeta-B cleavage, fluorescence polarization; 0% vehicle, 100% cell-free pure enzyme wells; activation, % at 5.96 µM; P14735;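 active = activation above the mean of all tested compounds plus 3 SD, set per screening campaign, cut at about 17% in these data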
p-CIP stab down = compounds decreasing mouse p/CIP protein stability. Q05BA5. F442A p/CIP-EGFP cells, EGFP fluorescence, 16 h. decrease of EGFP signal, % at 10 µM. 290,000 compounds, 0.01% hits;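 active = EGFP signal decrease of at least 30% at 10 µM or well 3 SD below plate mean, unless failing retest; inactive = the rest, including hits failing retest or dose response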; also: some compounds called inactive have numbers as strong as hits; many of its hits are not listed in these tables
GPR7 antagonist = antagonists of human GPR7 (neuropeptides B/W receptor 1) | inhibition, % at 4.4 µM | P48145 | GPR7-expressing cells, fluorescence antagonist assay | 290,000 compounds, 1.1% hits | AID 1861; in the data active = inhibition above about 16%, passing the limit was not always enough;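 also: cells stimulated with the agonist NPW; 0% = agonist with vehicle and 100% = vehicle without agonist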
IMP-1 inh = blocks Pseudomonas aeruginosa IMP-1 metallo-beta-lactamase. purified IMP-1, nitrocefin hydrolysis, epi-absorbance fluorescence. inhibition, % at 5.6 µM. 290,000 compounds, 0.45% hits. AID 1556;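 active = inhibition above the mean plus 3 SD of all compounds in the same screening run, cut at about 4.5% in these data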;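 also: 0% = IMP-1 with DMSO and 100% = DMSO wells lacking enzyme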
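System: Purified recombinant IMP-1 metallo-beta-lactamase enzyme | Measured by: Fluorescence quenching readout, ex 480/em 530 nm | Replication: Singlicate | Incubation: 15 min preincubation plus 25 min reaction at 25 °C | Evaluation: Percent inhibition from optical density relative to buffer-blank wells | Benchmarks: DMSO with and without IMP-1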
Active calls of the source: *; / = not tested or not shown. The order is random; about 5.3% have a hit in one of these screens.

entry	NALP1 inh	IDE cell inh	VIM-2 inh	PfM18AAP inh	PHOSPHO1 block	IDE cell activ	p-CIP stab down	GPR7 antagonist	IMP-1 inh	Compound
1	23	-5	-2.0	2	19	2	-4	-4	-2.2	Cc1[nH]n(-c2ccccc2)c(=O)c1C(=O)c1cccc(F)c1
2	7	/	-2.6	2	-1	/	-10	-15	-7.0	COCC(=O)Nc1ccc(S(=O)(=O)Nc2ncccn2)cc1
3	-6	-2	1.4	-10	33	1	-3	-7	-0.1	COCCNC(=S)N=Nc1c(O)[nH]c2ccc([N+](=O)[O-])cc12
4	42	0	-4.3	0	-3	1	-3	-17	-4.2	CCN(CC)CCCNC(=O)CN1C(=O)CSc2ccc(S(=O)(=O)N3CCOCC3)cc21
5	-4	1	-0.2	-11	-9	2	15	16	-1.6	CCOC(=O)C1=NOC(CNC(=O)C2=NOC(CNC(=O)c3c(-c4ccccc4Cl)noc3C)C2)C1 (stereo not drawn)
6	-28	2	-1.2	2	51	3	1	-2	-1.8	O=CNCc1nc2ccccc2n1CCCc1ccccc1
7	3	0	-1.3	7	-14	6	-8	2	-3.5	COC(=O)C1=C(N)Oc2cc(C)n(CC3CCCO3)c(=O)c2C1c1ccc(Cl)c(Cl)c1 (stereo not drawn)
8	-4	9	-3.2	0	-6	8	4	-13	-1.7	CC(C)C12CN3CC(C(C)C)(CN(C1)C3c1ccccc1O)C2=O (stereo not drawn)
9	27	1	-2.8	-9	-5	5	5	-2	1.6	NS(=O)(=O)c1ccc(CCNC(=O)c2ccccc2F)cc1
10	0	2	-1.1	-2	-13	0	-14	-2	-3.2	COc1ccc(N)cc1C#N
11	10	2	-4.2	-3	-21	-4	-12	-11	-3.4	Cc1ccc(NC(=O)C2=C(O)CCn3c2nc2ccccc23)cc1
12	12	6	-1.0	-1	15	0	2	-9	0.1	CCc1ccc(CNC(=O)C2CCCN(c3nnc(C)c4c(C)n(-c5ccccc5)nc34)C2)cc1 (stereo not drawn)
13	-4	9	-2.2	-7	11	3	-8	-7	-4.7	COc1cccc(C(=O)NCCCNC(=O)c2cccnc2)c1
14	2	16	1.1	8	-8	2	-1	3	-0.4	COc1ccc(NC2CS(=O)(=O)CC2OC(=O)c2ccc(F)cc2)cc1 (stereo not drawn)
15	8	2	-2.0	10	-7	3	6	-12	-2.4	Cc1cc(C)n(-c2cc(N3CCN(C(=O)c4cccc(F)c4)CC3)ccc2[N+](=O)[O-])n1
16	-6	0	-2.5	0	29	-2	-1	2	-3.0	CCN(CC)C(=O)c1ccc(S(=O)(=O)Cc2ccc(C)cc2)c([N+](=O)[O-])c1
17	25	6	-3.3	8	-21	2	7	-4	-3.1	O=C(CN1C(=O)c2cccc3cccc1c23)NCc1ccc2c(c1)OCO2
18	0	8	-2.9	8	-2	-1	-3	-8	-2.6	O=C(Cc1ccccn1)Nc1ccccc1
19	15	9	0.7	14	-2	4	-1	5	8.3*	CN(/N=C/c1cc(Br)cc(Br)c1O)c1ccccc1
20	-17	0	-2.5	9	8	2	9	-8	-1.9	CCc1ccc(/C=C2\SC(=S)N(CCC(=O)N3CCN(C)CC3)C2=O)cc1
21	14	3	1.5	-9	-8	3	0	-3	-2.0	CCN(c1ccccc1)S(=O)(=O)c1ccc(Cl)c(NC(=O)COC(=O)c2ccc(Cl)c(N)c2)c1
22	42	-3	-3.9	4	7	5	3	-11	-1.6	OC(COC(c1ccc(Cl)cc1)c1ccc(Cl)cc1)CN1CCc2ccccc2C1 (stereo not drawn)
23	2	2	-7.3	3	9	-1	1	-4	-0.5	CCCCNC(=O)Nc1nnc(-c2ccc(OCC)cc2)o1
24	14	-4	-3.2	9	26	6	4	-16	-6.6	CCN(CC)S(=O)(=O)c1cccc(C(=O)NNC(=O)C2=NN(c3ccccc3)C(=O)CC2)c1
25	-4	-2	0.1	1	-1	0	7	-12	-1.7	COCCN(C(=S)Nc1cccc(C)c1)C(C)c1cccnc1 (stereo not drawn)
26	9	3	-1.5	-3	6	-2	-7	-4	-4.5	COc1cc(C(=O)NCc2nnc(SCC(=O)NC3CCCCC3)o2)cc(OC)c1OC
27	-1	8	-2.2	0	12	-2	-12	0	-5.3	Cc1ccc(Cl)c(OCC(=O)Nc2cccnc2)c1
28	-6	6	0.4	-13	-7	7	9	-1	1.0	Cc1ccc(CNC(=O)CN2C(C)CCCC2C)cc1 (stereo not drawn)
29	4	2	-0.8	4	39	0	18	-3	-2.0	S=C(Nc1ccc(Cl)cc1)Nc1ccc2cn[nH]c2c1
30	18	2	-0.8	3	-4	-3	-21	-8	-2.7	CCOC(=O)c1cc(-c2ccccc2)sc1NC(=O)c1cc(OC)c(OC)c(OC)c1

Laid out differently: entries from further up.
No.	compound	NALP1 inh	IDE cell inh	VIM-2 inh	PfM18AAP inh	PHOSPHO1 block	IDE cell activ	p-CIP stab down	GPR7 antagonist	IMP-1 inh
6	O=CNCc1nc2ccccc2n1CCCc1ccccc1	-28	2	-1.2	2	51	3	1	-2	-1.8
26	COc1cc(C(=O)NCc2nnc(SCC(=O)NC3CCCCC3)o2)cc(OC)c1OC	9	3	-1.5	-3	6	-2	-7	-4	-4.5
27	Cc1ccc(Cl)c(OCC(=O)Nc2cccnc2)c1	-1	8	-2.2	0	12	-2	-12	0	-5.3

Additional results.
entry	NALP1 inh	IDE cell inh	VIM-2 inh	PfM18AAP inh	PHOSPHO1 block	IDE cell activ	p-CIP stab down	GPR7 antagonist	IMP-1 inh	Compound
31	15	2	-0.3	-3	11	6	-1	-2	-5.1	OCCCN1CCN(CCCOc2ccccc2-c2ccccc2)CC1
32	13	-2	0.7	-5	30	5	0	4	-0.1	CC(=O)COc1ccc2c(-c3ccccc3)cc(=O)oc2c1C
33	-7	1	-0.6	0	-6	-2	0	-9	-4.4	CCOc1ccc(NC(=O)C2CCN(S(=O)(=O)c3ccc4c(c3)C(C)(C)C(=O)N4C)CC2)cc1
34	10	-1	-1.8	2	21	5	-16	-7	-1.7	Cc1noc(C)c1C(=O)Nc1ccc2c(c1)CCC2
35	/	-1	-1.9	-6	6	1	-12	-4	-3.4	COCC(=O)NCCc1nc2ccccc2[nH]1
36	-10	4	-3.2	3	25	3	-15	-8	-2.9	COc1ccccc1CNc1ccccc1F
37	19	8	-1.2	-4	17	-2	1	17	-3.5	CCOC(=O)C1=C(CN2CCN(C(=O)c3ccco3)CC2)NC(=O)NC1c1ccc(F)cc1 (stereo not drawn)
38	1	3	19*	1	22	2	10	7	-0.5	Cc1c(OC(C)C(=O)NCC(O)c2ccccc2)ccc2c3c(c(=O)oc12)CCC3 (stereo not drawn)
39	18	3	-0.8	-1	0	4	2	-9	-2.5	COc1ccc(/C=C(\NC(=O)c2ccccc2)C(=O)N2CCN(C)CC2)cc1OC
40	14	5	-2.4	5	38	7	-12	-1	-1.8	Cc1nc2scc(-c3ccccc3)c2c(=O)o1
41	6	-4	-0.1	-7	30	-1	9	9	-1.4	O=C(Nc1cccc(C(=O)Nc2ccccc2F)c1)c1ccccc1
42	7	3	-3.7	0	40	-5	-19	-19	-0.2	CN1CCN(S(=O)(=O)c2ccc3c(c2)oc(=O)n3C)CC1
43	5	/	-5.0	-13	20	/	-8	-6	-2.8	NN=C1c2cc([N+](=O)[O-])ccc2-c2ccc([N+](=O)[O-])cc21
44	17	1	-3.9	32*	-10	-13	-7	6	-6.8	Cc1scc(-c2n[nH]c(=S)n2Cc2ccccc2)c1C
45	9	-4	1.2	-5	34	4	-3	14	-1.6	COc1ccc(C(=O)N/C(=C/c2cccnc2)C(=O)N2CCCCCC2)cc1OC
46	-15	6	-2.2	0	0	3	-17	1	-1.4	CCOC(=O)C1C(=O)OC(C)(C)C1C(CC)C(=O)c1ccccc1 (stereo not drawn)
47	4	9	0.8	12	-2	/	-1	-1	-3.5	NS(=O)(=O)c1ccc(CCNC(=O)CCCCCNc2nc(=S)[nH]c3ccccc23)cc1
48	15	/	0.4	2	10	2	-4	-9	-2.1	COc1cccc(OC)c1NC(=O)C1CCCN1C(=O)Nc1ccccc1Cl (stereo not drawn)
49	-7	-9	0.2	-3	19	1	-3	-15	-0.1	CC1(C)Cc2nc(NC3CCCCC3)c(C#N)cc2CO1
50	-14	15	-3.3	2	37	/	1	-4	-1.9	CCOC(=O)C1=C(C)NC(=S)N(C(C)=O)C1c1ccc(OC)c(OC)c1 (stereo not drawn)
51	27	-1	-1.5	6	-7	2	-12	2	-1.3	COc1ccc(NC(=S)Nc2ccccn2)c(OC)c1
52	11	7	-2.4	-4	18	7	2	1	-2.4	CCCCOc1ccc(-n2nc(C)cc2C)nn1
53	2	-3	25*	8	7	6	-1	-1	-2.8	O=c1[nH]nc(-c2ccc(NCCO)c([N+](=O)[O-])c2)c2ccccc12
54	23	5	-4.6	-12	4	1	1	1	-2.4	CCOC(=O)c1nn(-c2ccccc2)c(=O)c2c(NC(C)=O)scc12
55	-2	-6	-1.0	0	58	7	-9	1	-0.6	Cc1cc(=O)[nH]c(N/N=C/c2c(C)nn(-c3ccccc3)c2C)n1
56	41	4	-1.9	3	-13	1	-3	5	-2.8	Cc1ccccc1-n1c(C)cc(/C=C(\C#N)C(=O)NCC2CCCO2)c1C (stereo not drawn)
57	-29	4	-3.7	18	-14	-1	10	13	0.3	Oc1ccc(/C=N/Nc2ccccc2)cc1
58	4	4	1.6	14	-6	4	-11	-1	-1.1	CCOC(=O)Cc1nnc(NC(=O)c2ccccc2OC)s1
59	-1	/	-2.8	1	31	0	-11	6	-3.0	Cc1cc(CN(C)C(=O)C2CCC(=O)N(CCc3ccccc3)C2)n[nH]1 (stereo not drawn)
60	16	-4	-3.5	-8	46	0	-15	5	-3.5	COc1ccc(OC)c(NC(=O)CN(C)CC(=O)Nc2ccccc2Cl)c1
61	14	7	0.0	0	19	7	-14	-5	-4.3	CCCc1cc(=O)oc2cc(OCC(=O)NC(Cc3ccc(Cl)cc3)C(=O)O)ccc12 (stereo not drawn)
62	15	-3	0.1	2	18	0	-7	-8	-2.3	CCOC(=O)Cc1csc(NC(=O)CC(C)(C)C)n1
63	-6	-3	-2.3	-2	29	4	-5	-11	-2.8	CCC(C)NC(=O)CC(C)C (stereo not drawn)
64	2	0	-2.5	0	23	8	-9	2	-1.4	CCOC(=O)N1CCC(N2CCN(CCC(C)C)C(CCO)C2)CC1 (stereo not drawn)
65	-11	-1	-5.1	-7	-9	7	-6	-13	-3.5	CCOC(=O)N1CCN(c2c(NCCN3CCCCC3CC)c(=O)c2=O)CC1 (stereo not drawn)
66	3	-6	-0.9	0	-6	-2	1	-15	-2.6	Cc1cc(C)cc(OC(=O)c2cccnc2)c1
67	2	-3	-2.8	2	5	4	-8	-14	-2.6	CC(C)N1CCN(Cc2ccsc2)CC1CCO (stereo not drawn)
68	6	5	-2.7	6	33	4	3	-6	-1.3	O=C(COc1ccc(S(=O)(=O)N2CCCC2)cc1Cl)NCc1ccccn1
69	1	2	-2.6	1	1	2	-2	5	-2.0	Cc1nnc(SCc2cccc(CSc3nnc(C)s3)c2)s1
70	32	-1	0.1	-6	28	6	6	-7	0.1	CCc1ccc(S(=O)(=O)Nc2ccc(N3CCN(C)CC3)cc2)cc1
71	13	3	-3.2	3	4	6	-2	-9	-2.6	O=C(/C=C/c1cccs1)NC1CCCC1
72	27	-2	-1.3	-1	-8	0	-5	1	-0.6	O=C(OC(C(=O)NC1CCCCC1)c1ccccc1F)c1ccco1 (stereo not drawn)
73	-4	-2	-2.4	5	18	6	-8	-2	-2.9	O=C(NCc1cc(C(F)(F)F)cc(C(F)(F)F)c1)C1CC(c2ccccc2[N+](=O)[O-])=NO1 (stereo not drawn)
